SMN2 splice enh = qHTS Assay for Enhancers of SMN2 Splice Variant Expression; HEK293 SMN2-luciferase splicing reporter, luminescence, 30-36 h; Potency, µM (doses to about 46.1 µM), inactives show at the highest dose activity change, positive = activation, actives largely listed as activators; 210,000 tested, 2.8% active; note: potency is the fitted concentration of half-maximal effect; % of control where 0% means no effect; nearly all actives have a fitted effect of over 55% in size
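qHTS luciferase splicing reporter: luminescence rises when SMN2 exon 7 is included in transfected HEK293 cells. Compound exposure lasted 30-36 h at 37C, with 4.5 mM final sodium butyrate as control, followed by a ONE-Glo read.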
CBFb-RUNX1 inh = qHTS Assay for Compounds Blocking the Interaction Between CBF-beta and RUNX1 for the Treatment of Acute Myeloid Leukemia. Runt-related transcription factor 1 (Homo sapiens) + Core-binding factor subunit beta …. AlphaScreen CBFb-His/RUNX1-biotin binding, biochemical. Potency, µM (titrated, usually from 59.8 µM), for the others: top-dose activity, negative = inhibition, actives largely listed as inhibitors. 230,000 tested, under 10 active; note: % of control where 0% means no effect
Target sequence (Q01196 whole entry, looked up): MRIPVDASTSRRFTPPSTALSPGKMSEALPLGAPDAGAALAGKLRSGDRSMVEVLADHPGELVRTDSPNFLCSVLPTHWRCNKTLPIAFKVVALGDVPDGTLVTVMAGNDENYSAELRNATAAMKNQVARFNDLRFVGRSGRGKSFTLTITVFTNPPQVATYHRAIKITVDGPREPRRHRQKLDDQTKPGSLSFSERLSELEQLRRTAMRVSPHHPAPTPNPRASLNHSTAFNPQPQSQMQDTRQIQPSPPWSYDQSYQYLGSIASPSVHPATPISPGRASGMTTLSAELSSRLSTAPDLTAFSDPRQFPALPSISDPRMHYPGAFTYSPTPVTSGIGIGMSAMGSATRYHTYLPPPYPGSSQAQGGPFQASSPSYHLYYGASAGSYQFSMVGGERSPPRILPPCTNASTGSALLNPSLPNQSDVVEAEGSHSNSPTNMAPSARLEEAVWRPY
Target sequence (Q13951 whole entry, looked up): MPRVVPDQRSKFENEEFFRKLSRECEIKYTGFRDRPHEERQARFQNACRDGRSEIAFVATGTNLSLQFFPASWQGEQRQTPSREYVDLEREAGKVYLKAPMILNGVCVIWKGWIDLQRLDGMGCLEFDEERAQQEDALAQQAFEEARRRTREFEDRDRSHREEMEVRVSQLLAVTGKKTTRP
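His-tagged CBF-beta and biotinylated RUNX1 (30 nM each) were premixed 20 min at room temperature, exposed to compound for 15 min, then given nickel-chelate and streptavidin AlphaScreen beads (50 ng each). After 90 min, AlphaScreen signal was read.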
HTT cytoprotect = qHTS Multiplex Assay to Identify Dual Action Probes in a Cell Model of Huntington: Cytoprotection (ATP); PC12 HTT-Q103 induced, cytoprotection, ATP luminescence, 40 h; Potency, µM (titrated, usually from 56.4 µM), without a hit: cytoprotection (ATP increase), most hits filed as activators; 230,000 tested, 0.14% active; AID 1471, 2008;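 note: potency is the fitted concentration of half-maximal effect; % of control where 0% means no effect; nearly all actives have a fitted effect of over 45% in size; toxic huntingtin expression switched on by the ecdysone agonist tebufenozide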
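Compounds were screened for protection of PC12 cells against cell death after tebufenozide induction (100 nM final) of mutant Huntingtin exon 1 (Q103) fused to GFP.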
HttQ103 aggreg = qHTS Multiplex Assay to Identify Dual Action Probes in a Cell Model of Huntington: Aggregate Formation (GFP). PC12 HttQ103-GFP aggregates, Acumen cytometry, 40 h. 220,000 tested, 1.1% active. AID 1688, 2009. Potency, µM (titrated, usually from 46.1 µM), inactives show at the top dose activity change, negative = inhibition, actives largely listed as inhibitors; note: potency is the fitted concentration of half-maximal effect; % is set by controls: 0 for no effect and ±100 for the full control effect; nearly all actives have a fitted effect of over 60% in size
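Quantitative HTS on tebufenozide-induced (100 nM) PC12 cells stably expressing polyQ103 Huntingtin exon 1–GFP. Reduction of bright GFP aggregates, detected by laser scanning cytometry after lysis, identified actives across the titration.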
IMPase Li cell = qHTS Assay for Identifying the Cell-Membrane Permeable IMPase Inhibitors: Potentiation with Lithium; 210,000 tested, 0.35% active; CHO-M1 cells, IP1 TR-FRET (IP-One), carbachol + lithium; Potency, µM (top dose mostly 59.4 µM), for inactives: top-dose activity, negative = IMPase inhibition, hits mostly inhibitors; AID 1457, 2008;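 note: IP1 builds up when IMPase is blocked and the TR-FRET signal falls; potency is the fitted concentration of half-maximal effect; plate controls were basal vehicle for no effect and high inhibitor control for full effect; nearly all actives have a fitted effect of over 50% in size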
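CHO-M1, 2000 cells/well, 16–30 h culture; cpd + low Li+, 30 min 37C; lysis with d2-IP1/Eu-anti-IP1 Ab, 10 min RT; TR-FRET 665/620 ratio and 620 channel; AC50 via Hill.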
KinaseGlo FLuc = Counterscreen for Luciferase (Kinase-Glo TM) Inhibition | Luciferin 4-monooxygenase (Photuris pensylvanica), Q27757 | Kinase-Glo luciferase, ATP luminescence, 8 min | Potency, µM (series often up to 38.3 µM), for inactives: at the top dose activity change, negative = inhibition, usual class: inhibitors | 200,000 tested, 0.28% active; note: potency is the fitted concentration of half-maximal effect; % is set by controls: 0 for no effect and ±100 for the full control effect; nearly all actives have a fitted effect of over 60% in size
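Kinase-Glo luciferase light output from ATP and luciferin was measured with 10 uM ATP, within the enzyme's linear range. Buffer: 50 mM imidazole pH 7.2, 50 mM KCl, 7 mM MgCl2, 0.01% Tween 20, 0.05% BSA; luminescence read after 8 min at ambient temperature.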
Lamin A splicing = qHTS Assay for Modulators of Lamin A Splicing; HeLa LMNA splicing GFP/RFP minigene ratio, 48 h; Potency, µM (titrated, usually from 46.1 µM), inactives show at the top dose ratio change, negative = inhibition, most hits filed as inhibitors; 200,000 tested, 0.01% active; active = well fitted inhibition curve with a large enough effect in the signal ratio, with a control signal flat, not every such curve was filed as active; inconclusive = small, poorly fitted or top-dose-only effect, or effect the other way, or a change in a side signal; the % refers to the signal ratio; note: potency is the fitted concentration of half-maximal effect; % is set by controls: 0 for no effect and ±100 for the full control effect
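Read-out is the ratio of GFP to DsRed2 object intensity, acquired by 488 nm laser-scanning cytometry on HeLa lamin A-EGFP minigene reporter cells. Compound incubation 48 hrs at 37 °C in Opti-MEM with 2% FBS; DMSO 0.5% final.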
Active calls of the source: *; u = inconclusive; x = not tested or not shown; [ ] = another dose, or the depositor's remark. Unless noted, calls come from the whole dose curve; as a rule, active = well fitted curve in the direction sought with a large enough effect; inconclusive = small, poorly fitted or top-dose-only effect, or another doubt; inactive = no such curve, though single readings can be large; an effect the other way counts as inactive or inconclusive.

SMILES	SMN2 splice enh	CBFb-RUNX1 inh	HTT cytoprotect	HttQ103 aggreg	IMPase Li cell	KinaseGlo FLuc	Lamin A splicing
COc1ccc(Cl)cc1-c1n[nH]c(=S)o1	30%	15%	-11%	-19%	6.3µM*	7%	-7%
CN(C)c1ccc(N=C/C=C2\N(C)c3ccccc3C2(C)C)cc1	-19%	-30%	-53%[inhibitor]	-2%	21%[38.3 µM]	-12%	-6%
COc1ccc(CNC(=O)C(c2ccc(C)o2)N(Cc2cccs2)C(=O)Cc2cccs2)cc1 (stereo not given)	-3%	0%	-1%[1.9 µM]	0%	15%	-1%	u
Cc1cccc(NC(=O)c2cnc3n(c2=O)CCS3)c1	11µM*	-5%	-18%[10 µM]	u	-5%	-5%	3%
COc1ccc(C(=O)O/N=C(\N)Cc2ccc(Cl)cc2Cl)cc1OC	-3%[1.84 µM]	12%	-6%[10 µM]	-2%	12%	1%	u
CC(=O)n1cc([C@@H]2C=C(C(=O)N3CCN(Cc4ccc5c(c4)OCO5)CC3)O[C@H](OCCCCO)C2)c2ccccc21	x	-8%	-11%[10 µM]	-5%[9.22 µM]	9%	x	x
Cc1ccc(C)c(C(=O)OCC(=O)Nc2ccc(N3CCOCC3)cc2)c1	-8%	-6%	-26%	31%	-2%	-2%	x
CCc1cc2c(=O)c(-c3ccon3)c(N)oc2cc1OC	x	13%	-82%[inhibitor][10 µM]	4%	x	x	-6%
Clc1ccc(-c2nnc(-c3ccccc3)c(-c3c[nH]c4ccccc34)n2)cc1	x	4%	-7%[10 µM]	6%[9.22 µM]	x	x	x
Cc1ccc(N2CC(C(=O)NCc3ccc(C)n3C)CC2=O)cc1 (stereo not given)	-8%	-10%	-4%	0%	-4%	-1%	x
CCOC(=O)C1=C(CNCc2ccccc2Cl)NC(=O)NC1c1cccc([N+](=O)[O-])c1 (stereo not given)	17%	0%	x	-16%	16%	2%	-9%[46 µM]
CC(=O)Nc1nc2c(C)c(Cl)ccc2s1	x	15%	-2%[10 µM]	15%[9.22 µM]	x	x	x
COc1ccc(Cl)cc1NC(=O)c1ccco1	21%	0%	0%	-20%	17%[38.3 µM]	4%	-11%
CCCOc1c(Cl)cc(C(=O)Nc2ccc3c(c2)OCO3)cc1OCC	-17%	-5%	-26%	-26%	31%[activator][38.3 µM]	-3%	-9%
Cc1nc(=O)c(-c2ccccc2)c(C)n1-c1ccc(S(N)(=O)=O)cc1	6%	5%	0%	10%	12%[38.3 µM]	1%	1%
O=C1CCCc2c1nc(-c1ccccc1F)n2O	x	13%	12%[10 µM]	20%[9.22 µM]	x	x	x
Cc1cc(C(=O)OCC(=O)Nc2cccc(S(N)(=O)=O)c2)c2ccccc2n1	x	5%	3%[10 µM]	-15%[9.22 µM]	x	x	5%[46 µM]
Cc1onc(-c2c(F)cccc2Cl)c1C(=O)Nc1nc2c(s1)CCCC2	-14%	-24%	-1%	u	5%	3%	4%
CCn1nnnc1Oc1ccc(Cl)cc1	-5%	9%	13%[10 µM]	1%	10%[38.3 µM]	-1%	-18%
CC12CCC(C(=O)N/N=C/c3ccc(O)cc3O)(OC1=O)C2(C)C (stereo not given)	x	-16%	-1%[10 µM]	-16%[9.22 µM]	x	x	x
O=c1[nH]c2ccccc2c(O)c1-c1cc2ccccc2oc1=O	-9%	11%	-22%	30%	-6%	-2%	0%[46 µM]
CCOC(=O)N1CCN(c2cc(=O)n(-c3ccc(OC)cc3)c(=O)[nH]2)CC1	u	1%	6%	-15%	26%[38.3 µM]	2%	-1%
CCCCNC(=O)c1sc2ncnc(N3CCc4ccccc4C3)c2c1C	1%	6%	-18%	u	14%[38.3 µM]	-1%	u
Cc1ccc(NC(=O)c2cc3c(=O)oc4ccc(C)cc4c3s2)nc1	x	-2%	-15%[10 µM]	6%[9.22 µM]	x	x	x
NNC(=O)/C=C/c1ccc(Cl)cc1Cl	5%	-7%	-97%[inhibitor]	-21%	-2%	5%	-17%[46 µM]

SMN2 splice enh, hit marks shown above.
molecule	SMN2 splice enh	CBFb-RUNX1 inh	HttQ103 aggreg	IMPase Li cell	Lamin A splicing
Cc1cccc(NC(=O)c2cnc3n(c2=O)CCS3)c1	11µM*	-5%	u	-5%	3%

Next part.
SMILES	SMN2 splice enh	CBFb-RUNX1 inh	HTT cytoprotect	HttQ103 aggreg	IMPase Li cell	KinaseGlo FLuc	Lamin A splicing
CN(C)S(=O)(=O)c1ccc(N)c([N+](=O)[O-])c1	x	1%	9%[10 µM]	2%[9.22 µM]	x	x	-1%[46 µM]
Cn1c(=O)c2c(nc(N/N=C/c3ccc(OC(=O)c4ccco4)cc3)n2Cc2ccccc2)n(C)c1=O	-30%	1%	-32%[10 µM]	u	17%	0%	u
CCN(CC)c1cc(Cl)c2nonc2c1N	x	-14%	3%[10 µM]	5%[9.22 µM]	x	x	x
CC(CCl)OC(C)CCl (stereo not given)	-1%	-2%[21.7 µM]	43%	x	-13%	x	x
CCOC(=O)/C(N=Nc1ccc(Cl)cc1)=C(/O)c1ccc([N+](=O)[O-])cc1	17%	-1%	-13%	-21%	33%[activator][38.3 µM]	-5%	-3%
CCOc1ccc(S(=O)(=O)NCCC(=O)OC(C)C(=O)N2CCc3ccccc32)cc1 (stereo not given)	-33%[inhibitor]	5%	-6%	-3%	6%[38.3 µM]	-7%	3%
Cc1ccc(Sc2ncccc2COC(=O)Nc2c(C)cccc2C)cc1	-8%	12%	-23%	u	25%[38.3 µM]	7%	u
O=C(CSc1ncc(-c2ccccc2)n1C1CCCC1)N1CCc2ccccc21	-22%	-5%	-18%	-10%	6%[38.3 µM]	9%	1%
COc1ccc(NS(=O)(=O)c2cccc(Cl)c2)cc1S(=O)(=O)N1CCCCC1	-15%	-6%	-23%[0.074 µM]	-14%	-5%	4%	u
COCCNC(=O)c1cc(OC)c(OC)cc1[N+](=O)[O-]	-1%	5%	x	x	3%	0%	u
COC(=O)c1ccc2c(=O)n(CCCCCC(=O)O)c(=S)[nH]c2c1	-35%[inhibitor]	0%	x	u	-4%	6%	-3%
CNC(=O)c1ccc(-c2nc(-c3ccccc3)cs2)cc1	16µM*	2%	17%	12%	4%	-1%	9%[46 µM]
Cc1cccc(Nc2nnc(SCC(=O)NC3CCCc4ccccc43)s2)c1C (stereo not given)	-21%	9%	-44%[10 µM]	-9%	12%	-2%	u
COC(=O)CSc1nsc(SCC(=O)OC)n1	-4%	2%	-18%	-10%	-3%[38.3 µM]	-2%	1%
O=C1c2ccccc2NC(c2ccc([N+](=O)[O-])cc2)N1O (stereo not given)	-68%[inhibitor]	-9%	-39%[inhibitor]	-28%	6%	3%	u
Clc1ccc2c(c1)C1=C(C(c3ccncc3)O2)C(c2ccc(Br)cc2)n2ncnc2N1 (stereo not given)	-2%	-20%	-81%[inhibitor]	13µM*	-10%[38.3 µM]	4%	u
Cc1csc(C(=O)O)c1-n1cccc1	28%	-16%	-5%[10 µM]	6%	6%[38.3 µM]	0%	0%
CCCc1[nH]nc2c1C(c1ccc(OC)c(Cn3nc(C)c(Br)c3C)c1)C(C#N)=C(N)O2 (stereo not given)	-2%	-11%	-15%[0.074 µM]	0%	-1%[38.3 µM]	2%	6%
Cc1nc(C)n(CC(=O)N2CCCC(C(=O)c3ccc(Cl)cc3C)C2)n1 (stereo not given)	x	9%	-15%[10 µM]	-10%[9.22 µM]	-3%	x	x
CCn1c(CSc2nc3ccccc3s2)nnc1SCC(=O)c1ccc(Cl)cc1	-21%	-5%	-2%	-25%	36%[activator][38.3 µM]	-2%	-11%
CCOC(=O)c1ccc(NC(=O)Cn2cc3c(n2)CCC(C)C3)cc1 (stereo not given)	7%	9%	1%[10 µM]	11%	22%[38.3 µM]	3%	-3%
CC(=O)NC(=S)Nc1ccc(NC(=S)NC(=O)c2ccc([N+](=O)[O-])cc2)cc1	x	-3%	9%[10 µM]	23%[9.22 µM]	x	x	x
COc1ccc(NC2=NCC(Cc3ccc(Br)cc3)S2)cc1 (stereo not given)	-78%[inhibitor]	-6%	x	1%	-7%	4%	u
C=C[C@@H](C)[C@](C)(O)c1ccccc1	0%	0%	u	x	6%	2%	x
C=CCn1c(=O)/c(=C\c2ccsc2)s/c1=C(/C#N)C(=O)NCCN1CCOCC1	-13%	11%	1%[10 µM]	0%	-2%	7%	-8%

Of the compounds above, three have a furan ring, fused or not:
SMILES	SMN2 splice enh	CBFb-RUNX1 inh	HTT cytoprotect	HttQ103 aggreg	IMPase Li cell	KinaseGlo FLuc	Lamin A splicing
COc1ccc(CNC(=O)C(c2ccc(C)o2)N(Cc2cccs2)C(=O)Cc2cccs2)cc1 (stereo not given)	-3%	0%	-1%[1.9 µM]	0%	15%	-1%	u
COc1ccc(Cl)cc1NC(=O)c1ccco1	21%	0%	0%	-20%	17%[38.3 µM]	4%	-11%
Cn1c(=O)c2c(nc(N/N=C/c3ccc(OC(=O)c4ccco4)cc3)n2Cc2ccccc2)n(C)c1=O	-30%	1%	-32%[10 µM]	u	17%	0%	u

Record cards (already shown). Values in the order: SMN2 splice enh | CBFb-RUNX1 inh | HTT cytoprotect | HttQ103 aggreg | IMPase Li cell | KinaseGlo FLuc | Lamin A splicing
`Cc1csc(C(=O)O)c1-n1cccc1` is listed as 28% | -16% | -5%[10 µM] | 6% | 6%[38.3 µM] | 0% | 0%
`Cc1cccc(Nc2nnc(SCC(=O)NC3CCCc4ccccc43)s2)c1C` (stereo not given) is listed as -21% | 9% | -44%[10 µM] | -9% | 12% | -2% | u
`CCOC(=O)c1ccc(NC(=O)Cn2cc3c(n2)CCC(C)C3)cc1` (stereo not given) is listed as 7% | 9% | 1%[10 µM] | 11% | 22%[38.3 µM] | 3% | -3%

Screening data: PubChem, National Center for Advancing Translational Sciences (NCATS)

Hits appear at their usual frequency; 4% or so of the library scored in one or more.
